High-throughput results (PubChem)
TRPC4 inh = inhibitors of mouse TRPC4 channel | Q9QUQ5 | HEK293 TRPC4beta/mu-opioid, DAMGO-evoked Fluo4 calcium flux; active compounds read low | B-score at 10 µM | 0.39% of 300,000 active | AID 2247;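 active means B-score over 3 SD under the library average, no early fluorescence shift, positive overall ratio signal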
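test system = HEK293 cells with stable TRPC4beta plus mu-opioid receptor expression | detection = Fluo4 Ca2+ flux fluorescence | read-out = integrated fluorescence ratio relative to baseline, converted to per-well B score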
MrgX1 antagonist = antagonists of human MrgX1 receptor. Q96LB2. MRGX1-HEK293 calcium flux, Fluo-4, BAM8-22 antagonism; active compounds read low. B-score at 10 µM. 1.3% of 310,000 active;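 active means calcium-response B-score plate-corrected more than 3 library SD below zero, starting fluorescence within 5 deviations, no agonist response on first addition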;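 further: peak minus trough fluorescence over baseline after final BAM8-22 challenge near maximal dose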
ANO1 block = blocks the mouse calcium-activated chloride channel TMEM16A | HEK293 TMEM16A/YFP iodide influx fluorescence, ionomycin | 1.2% of 310,000 active | Q8BHY3 | normalized B-score (activity score, 25-100; higher = stronger inhibition) at 10 µM;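 active means ratio plate-corrected score three or more library SD toward inhibition, starting fluorescence score within five deviations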;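 further: score derived from kinetic fluorescence span divided by baseline fluorescence per well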
TRPC4 agonist = opens the mouse TRPC4 cation channel | HEK293 TRPC4beta/mu-opioid, Fluo4 calcium fluorescence; active compounds read high | B-score at 10 µM | 0.49% of 310,000 active;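 active means B-score above 5 SD of library B-scores, and initial fluorescence ratio not above library mean plus 5 SD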;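 further: positive B-score marks a calcium rise read as TRPC4 activation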
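Incubation: 45 min room-temperature Fluo4 loading, 110 s read / System: HEK293 cells stably co-expressing mouse TRPC4beta and mu-opioid receptor / Signal: Fluo4 fluorescence, kinetic / Control set: buffer (low) and maximal DAMGO (high) / Measure: integrated baseline-normalised fluorescence ratio, converted to per-well B score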
MrgX1 allo act = allosterically activates human MrgX1 receptor signaling | Q96LB2 | MrgX1-HEK293, Fluo-4 calcium flux, FDSS; active compounds read high | B-score at 10 µM | 0.63% of 310,000 active | AID 588675;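 active means plate-corrected calcium response at least 3 library SD above typical, normal starting fluorescence, not activating the receptor alone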;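 further: compound read alongside a low EC10 to EC30 dose of BAM8-22 agonist; peak minus trough fluorescence over baseline measured at the second addition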
RGS4 inh = inhibitors of human RGS4; P49798; HEK293 M3R/RGS4 inducible, Fluo-4 calcium flux; active compounds read high; triggered by carbachol at its EC20; B-score at 10 µM; 0.45% of 310,000 active;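 active means B-score, a plate-corrected calcium signal, over three deviations above library mean, with baseline fluorescence within five deviations of library mean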;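 further: RGS4 expression induced by doxycycline in cells with stable M3 receptor; B-score is computed from the integrated fluorescence ratio over baseline after carbachol; higher B-score means a larger calcium signal and so more RGS4 inhibition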
MrgX1 agonist = human MrgX1 receptor agonism, primary screen; MrgX1-HEK293 cells, Fluo-4 calcium fluorescence, agonist mode; active compounds read high; 0.44% of 310,000 active; AID 588627; B-score at 10 µM; Q96LB2;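 active means calcium response B-score plate-corrected fluorescence ratio at least 3 library SD, with starting fluorescence B-score inside 5 SD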
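System: HEK293 cells stably expressing human MrgX1 receptor; Dosing: test compound in the initial addition of three; Schedule: overnight plating, then 30 min 37 °C plus 30 min room-temperature dye loading; Detection: kinetic calcium dye fluorescence, Fluo-4 NW; Controls: per-plate positive and negative controls for Z′ factor.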
TRPC4 PAM = TRPC4 (mouse) allosteric potentiation; HEK293 TRPC4beta/mu-opioid, DAMGO EC20, Fluo-4 Ca2+ flux; active compounds read high; B-score at 10 µM; Q9QUQ5; 0.42% of 310,000 active;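 active means B-score of calcium response area above 5 SD of library B-scores, with initial fluorescence ratio within 5 SD of library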;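 further: B-score of integrated fluorescence ratio over time as area under calcium response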
TMEM16A act = activators or potentiators of mouse TMEM16A chloride channel | Q8BHY3 | HEK293 TMEM16A/YFP-H148Q/I152L, iodide quench fluorescence; active compounds read low | B-score at 10 µM | 0.3% of 340,000 active;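 active means fluorescence-ratio B-score plate-corrected deviation score at least 3 library SD below zero, with starting fluorescence score within 5 deviations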;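 further: channel opened by trigger with iodide after compound preincubation; score built on the fluorescence ratio of max minus min over baseline; more negative score means more quench and so TMEM16A activation or potentiation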
TRPC6 activator = mouse TRPC6 channel activation. Q61143. 0.13% of 310,000 active. HEK293-TRPC6 membrane potential dye fluorescence; active compounds read high. AID 2550. B-score at 10 µM;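 active means B-score of the integrated fluorescence ratio above library mean plus 3 SD, and starting fluorescence ratio within library mean plus 5 SD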;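 further: higher score means more depolarization so channel activation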
Target sequence (Q61143 whole entry, looked up): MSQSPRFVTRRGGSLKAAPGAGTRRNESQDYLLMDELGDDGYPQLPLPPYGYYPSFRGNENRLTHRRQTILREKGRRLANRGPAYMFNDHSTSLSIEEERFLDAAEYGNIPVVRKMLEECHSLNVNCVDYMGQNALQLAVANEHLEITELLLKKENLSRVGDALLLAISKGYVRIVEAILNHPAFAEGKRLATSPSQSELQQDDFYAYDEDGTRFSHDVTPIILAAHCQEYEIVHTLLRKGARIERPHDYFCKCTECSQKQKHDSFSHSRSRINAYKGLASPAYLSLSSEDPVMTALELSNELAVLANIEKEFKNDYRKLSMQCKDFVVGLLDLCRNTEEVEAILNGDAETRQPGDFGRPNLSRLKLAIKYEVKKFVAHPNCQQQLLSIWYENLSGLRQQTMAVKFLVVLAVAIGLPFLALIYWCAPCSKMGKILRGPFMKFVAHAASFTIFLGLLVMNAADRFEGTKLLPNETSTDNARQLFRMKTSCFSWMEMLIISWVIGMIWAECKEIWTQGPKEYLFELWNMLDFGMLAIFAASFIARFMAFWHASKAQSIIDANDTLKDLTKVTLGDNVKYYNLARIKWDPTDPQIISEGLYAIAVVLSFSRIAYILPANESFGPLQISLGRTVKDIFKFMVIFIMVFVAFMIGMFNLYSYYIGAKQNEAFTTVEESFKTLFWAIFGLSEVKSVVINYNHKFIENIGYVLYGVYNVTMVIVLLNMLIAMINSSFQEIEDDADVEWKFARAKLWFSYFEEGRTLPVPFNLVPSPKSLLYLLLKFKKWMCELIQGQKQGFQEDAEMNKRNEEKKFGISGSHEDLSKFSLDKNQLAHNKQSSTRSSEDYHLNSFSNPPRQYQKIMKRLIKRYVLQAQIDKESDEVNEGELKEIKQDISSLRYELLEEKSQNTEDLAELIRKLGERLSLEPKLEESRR
TRPC6 inh = mouse TRPC6 channel inhibition; Q61143; HEK293-TRPC6, membrane potential dye, ACh-evoked depolarization; active compounds read low; B-score at 10 µM; 1.1% of 310,000 active; AID 2553;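 active means B-score under library mean minus 3 SD, initial fluorescence not abnormally high, positive integrated signal ratio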;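 further: B-score derived from integrated fluorescence ratio over the kinetic read; more negative B-score means stronger inhibition of depolarization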
* marks the source's active call; other numbers are inactive results; i = inactive; nt = no result given. Random draw from the library. About 5.8% of those tested had a hit in this group.

SMILES	TRPC4 inh	MrgX1 antagonist	ANO1 block	TRPC4 agonist	MrgX1 allo act	RGS4 inh	MrgX1 agonist	TRPC4 PAM	TMEM16A act	TRPC6 activator	TRPC6 inh
COc1cc(C2C(C(C)=O)=C(O)C(=O)N2c2ccc(Br)cn2)ccc1O (configuration not stated)	i	i	i	i	i	i	i	i	i	i	i
CSc1ncccc1C(=O)NCCc1ccc(S(N)(=O)=O)cc1	i	i	i	i	i	i	33*	i	i	i	i
Cc1c(C(=O)Nc2c(N)nc(SCC(=O)NCC3CCCO3)[nH]c2=O)cccc1[N+](=O)[O-] (configuration not stated)	i	i	i	i	i	i	i	i	i	i	i
Cc1ccc(S(=O)(=O)N2CC3CCCC2C3)cc1 (configuration not stated)	i	i	i	i	i	i	i	i	i	i	i
CCOc1ccc(OCC)c(NC(=O)CN2CCN(C(=O)c3ccco3)CC2)c1	i	i	i	i	i	i	i	i	i	i	i
Cn1c(CNC(=O)C(Cc2ccccc2)NC(=O)c2cccc(F)c2)cc(=O)n(C)c1=O (configuration not stated)	i	i	i	i	i	i	i	i	i	i	i
COC(=O)C1C2C=CC3(CN(CCc4ccccc4)C(=O)C13)O2 (configuration not stated)	i	i	i	i	i	i	i	i	i	i	i
COc1ccc(OC)c(S(=O)(=O)NCCC2=CCCCC2)c1	i	i	i	i	i	i	i	i	i	i	i
Cc1nnc(NC(=O)c2nc(S(=O)(=O)Cc3ccccc3)ncc2Cl)s1	i	i	i	i	i	i	i	i	i	i	i
CC(C)(Oc1ccc(Cl)cc1)C(=O)OCC(=O)N1CCN(c2ccccc2)CC1	i	i	i	i	i	i	i	i	i	i	i
O=C(CCCSc1nc(-c2ccco2)cc(C(F)(F)F)n1)Nc1ccc2c(c1)OCO2	i	i	i	i	i	i	i	i	i	i	i
CCCNC(=O)OCCC12CC3CC(CC(C3)C1)C2	i	i	i	i	i	i	i	10*	i	i	i
CC1=C(C(=O)N(C)Cc2ccccc2)C2(CCC(C)CC2)OC1=O (configuration not stated)	i	i	i	i	i	i	i	i	i	i	i
O=C(Cc1ccc(F)cc1)NC1CCCCCC1	i	i	i	i	i	i	i	i	i	i	i
COc1ccc(C2=NN(C(=O)CCC(=O)O)C(c3ccc(F)cc3)C2)cc1 (configuration not stated)	i	i	i	i	i	i	i	i	i	i	i
CCOC(=O)c1c(-c2ccc(C)o2)csc1NC(=O)COC(=O)c1ccc(NC(N)=O)cc1	i	i	i	i	i	i	i	i	i	i	i
O=C1NCCNC(=O)c2ccccc2OCCOc2ccccc21	i	i	i	i	i	i	i	i	i	i	i
Cc1cc(C)c(S(=O)(=O)Nc2ccc(N(C)C)cc2)c(C)c1-n1cnnn1	i	i	i	i	i	i	i	i	i	i	i
C=CCn1c(=NC(=O)c2cccs2)sc2cc(NC(C)=O)ccc21	i	i	i	i	i	i	i	i	i	i	i
O=C(Nc1ccc2c(c1)OCCO2)c1cccnc1	i	i	i	i	i	i	i	i	i	i	i
CSc1nsc(SC)c1C(=O)N1CCN(S(=O)(=O)c2ccc(C)cc2)C1C (configuration not stated)	i	i	i	i	i	i	i	i	i	i	i
Cc1ccc(S(=O)(=O)c2c(C)nn(C(C)(C)C)c2OC(=O)c2ccc(Br)o2)cc1	i	i	i	i	i	i	i	i	i	i	i
CC(=O)c1ccn(S(=O)(=O)c2ccccc2)c1	i	i	i	i	i	i	i	i	i	i	i
CC(=O)c1cnn(-c2cc(Oc3ccccc3C)ncn2)c1C	i	i	i	i	i	i	i	i	i	i	i
Cc1onc(-c2c(F)cccc2Cl)c1C(=O)NNC(=O)C1CCN(Cc2ccccc2)CC1	i	i	i	i	i	i	i	i	i	i	i

Other entries follow:
SMILES	TRPC4 inh	MrgX1 antagonist	ANO1 block	TRPC4 agonist	MrgX1 allo act	RGS4 inh	MrgX1 agonist	TRPC4 PAM	TMEM16A act	TRPC6 activator	TRPC6 inh
O=S(=O)(N=S(N1CCCCC1)N1CCCCC1)c1ccccc1	i	i	i	i	i	i	i	i	i	i	i
Cc1ccc(OCC(=O)c2cc(C)c(C)cc2C)c([N+](=O)[O-])n1	i	i	i	i	i	i	i	i	i	i	i
CCN(CC)CCNC(=O)c1ccc(NC(=O)COc2ccccc2F)cc1	i	i	i	i	i	i	i	i	i	i	i
O=C1C=C(Nc2ccccc2)c2ccccc2C1=O	i	nt	nt	i	nt	i	nt	i	i	i	i
Cc1ccc(Cl)c(OCC(=O)N2CCc3ccccc3C2)c1	i	i	i	i	i	i	i	i	i	i	i
CCCn1c(N)c(Br)c(=O)[nH]c1=O	i	i	i	i	i	i	i	i	i	i	i
O=S(=O)(c1ccc(NC(=S)N/N=C/c2ccc(N3CCOCC3)cc2)cc1)N1CCOCC1	i	i	i	i	i	i	i	i	i	i	i
COc1cc(N)ccc1C(=O)O	i	i	i	i	i	i	i	i	i	i	i
O=C(c1cc(-c2ccccc2)on1)N1CCN(c2ccccc2)CC1	i	i	i	i	i	i	i	i	i	i	i
CCCCOc1ccccc1/C=N/NC(=O)CC#N	i	i	i	i	i	i	i	i	i	i	i
O=C(CN1CCCCC1)n1c2ccccc2c2ccccc21	i	i	i	i	i	i	i	i	i	i	i
CCOC(=O)c1c(-c2ccccc2)nc2ccccn12	i	i	i	i	i	i	i	i	i	i	i
Cc1ccccc1N1CCN(S(=O)(=O)c2cccs2)CC1	i	i	i	i	i	i	i	i	i	i	i
COc1ccc(Cl)cc1NC(=O)CSc1nnc(C)c(=O)n1N	i	i	i	i	i	i	i	i	i	i	i
Cc1cccn2cc(CNS(=O)(=O)c3ccc4ccccc4c3)nc12	i	i	i	i	i	i	i	i	i	i	i
Cc1cc(C)c(C#N)c(SCC(=O)Nc2ccc3c(c2)OCO3)n1	i	-6.9*	i	i	i	i	i	i	i	i	i
O=C(O)CCCCCNC(=O)c1cccc(Br)c1	i	i	i	i	i	i	i	i	i	i	i
Nc1c(C(=O)c2ccccc2)oc2ccc(Br)cc12	i	i	i	i	i	i	i	i	i	i	i
O=C(CCCSc1ccccc1)Nc1nc(-c2ccccn2)cs1	i	i	i	i	i	i	i	i	i	i	i
O=C(O)C1CSC2(c3ccc(Br)cc3)CCC(=O)N12 (configuration not stated)	i	i	i	i	i	i	i	i	i	i	i
COc1ccc(CCNC(=O)CNC(=O)c2ccco2)cc1	i	i	i	i	i	i	i	i	i	i	i
COC(=O)c1cc(F)c(-n2cncn2)c(F)c1	i	i	i	i	i	i	i	i	i	i	i
CC1(C)Cc2ccccc2-c2nnc(SCC(=O)Nc3ccc4c(c3)OCO4)n21	i	i	i	i	i	i	i	i	i	i	i
CC(=O)C1=C(C)NC(=O)NC1c1ccccc1 (configuration not stated)	i	i	i	i	i	i	i	i	i	i	i
COC(=O)c1ncccc1SC	i	i	i	i	i	i	i	i	i	i	i

(continued)
SMILES	TRPC4 inh	MrgX1 antagonist	ANO1 block	TRPC4 agonist	MrgX1 allo act	RGS4 inh	MrgX1 agonist	TRPC4 PAM	TMEM16A act	TRPC6 activator	TRPC6 inh
Cc1nc2c(C)cccn2c1/C(O)=C1\C(=O)C(=O)N(CCN2CCOCC2)C1c1cccs1 (configuration not stated)	i	i	i	i	i	i	i	i	i	i	i
CCC(O)c1c(-c2ccccc2)nn(C)c1Cl (configuration not stated)	i	i	i	i	i	i	i	i	i	i	i
COc1cc(/C=C2\SC(=S)N(CCC(=O)N3CCN(C)CC3)C2=O)cc(OC)c1OC	i	i	i	i	i	i	i	i	i	i	i
COc1ccc(N=C/C=C2\C=C(c3ccccc3)OC(C)(C)O2)cc1	i	i	i	i	i	i	i	i	i	i	i
CCOc1ccc(/C=N/n2c(COc3ccccc3)n[nH]c2=S)cc1OC	i	i	i	i	i	i	i	i	i	i	i
CCCN(CCC)C(=O)Cn1c(=O)c2sccc2n2c(=S)sc(-c3ccccc3)c12	i	i	i	i	i	i	i	i	i	i	i
CC(=O)/C(=N/Nc1ccccc1C)N1CCOCC1	i	i	i	i	i	i	i	i	i	i	i
Cc1ccc(C(=O)NC2(C(Cl)Cl)N=C(c3ccccc3)N=C2N)cc1 (configuration not stated)	i	i	i	i	i	i	i	i	i	i	i
C/C(=N\NC(=O)C1CCCC1)c1ccc(Cl)c(Cl)c1	i	i	i	i	i	i	i	i	i	i	i
CCOC(=O)c1nc2ccccc2c(=O)[nH]1	i	i	i	i	i	i	i	i	i	i	i
COc1ccc(NC(=O)CN2C(=O)c3cccc4cccc2c34)c(OC)c1	i	i	i	i	i	i	i	i	i	i	i
CCCSc1nc2c(cnn2-c2ccc(Cl)cc2)c(=O)[nH]1	i	i	i	i	i	i	i	i	i	i	i
CC(=O)Nc1ccc(C(=O)Nc2ccc(S(=O)(=O)NCC3CCCO3)cc2)cc1 (configuration not stated)	i	i	i	i	i	i	i	i	i	i	i
CCOc1cc(/C=C2/NC(=O)NC2=O)cc([N+](=O)[O-])c1O	i	-7.7*	i	i	i	i	i	i	i	i	i
Cc1ccc(NC(=O)c2ccc(Cl)c(S(=O)(=O)NCC3CCCO3)c2)c(O)c1 (configuration not stated)	i	i	i	i	i	i	i	i	i	i	i
COc1ccc(NC(=O)CCc2ccc(OC)c(OC)c2)cn1	i	i	i	i	i	i	i	i	i	i	i
O=C1CC(c2ccco2)c2ccc3ccccc3c2N1 (configuration not stated)	nt	i	i	nt	i	nt	i	nt	i	nt	nt
O=C(COC(=O)/C=C/c1ccc(OC(F)F)cc1)NC1CCCCC1	i	i	i	i	i	i	i	i	i	i	i
O=C(COc1ccc(Br)cc1CO)Nc1ccc(F)cc1	i	i	i	i	i	i	i	i	i	i	i
Cc1ccc2c(C)nc(/N=C(\N)NC(=O)N3c4ccccc4Sc4ccccc43)nc2c1	nt	i	i	nt	i	nt	i	nt	i	nt	nt
Cc1cc(NC(=O)CCN2C(=O)/C(=C/c3ccccc3Cl)SC2=S)no1	i	i	i	i	i	i	i	i	i	i	i
